ELG1 repair inh = inhibitors of ELG1-dependent DNA repair in HEK293T cells; HEK293T ELG1-luciferase reporter, luminescence, 16 h; DNA damage induced by 5-fluorouridine; Potency, µM (doses to about 46.1 µM), for inactives: at the highest dose activity change, negative = inhibition, hits mostly inhibitors; 330,000 tested, 2.3% active; note: potency is the fitted concentration of half-maximal effect; % is set by controls: 0 for no effect and ±100 for the full control effect; nearly all actives have a fitted effect of over 55% in size
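HEK293T cells expressing luciferase-tagged ELG1 (2,000/well) received 5-Fluorouridine plus compound or DMSO for 16 hr at 37 °C. Luciferase was read by ONE-Glo luminescence after 30 min at room temperature.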
Mito fusion yeast = blocks mitochondrial division or promotes mitochondrial fusion; 320,000 tested, 0.23% active; Potency, µM (highest dose often 46.1 µM), inactives show top-dose growth rescue (activation), actives largely listed as activators; AID 485298; S. cerevisiae fusion-defective mutant growth rescue, CellTiterGlo 48 h;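 note: potency is the fitted concentration of half-maximal effect; % of control where 0% means no effect; nearly all actives have a fitted effect of over 45% in size; temperature-sensitive fusion mutants such as fzo1-1 at 37 °C on non-fermentable ethanol glycerol medium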
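Compounds are tested for their ability to restore growth of mitochondrial fusion-defective yeast strains at non-permissive 37C in YPEG medium over 48 hours. Viability is quantified by luciferase luminescence.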
Chronic BCR inh = chronic active BCR signaling inhibition; 340,000 tested, 0.05% active; ABC-DLBCL IkBa-CBG/CBR reporter, luminescence ratio, 4 h; Potency, µM (top dose mostly 46.1 µM), for inactives: at the top dose ratio change, negative = lower green/red ratio, usual class: inhibitors; active = well fitted inhibition curve with a large enough effect in the signal ratio, with a control signal flat, not every such curve was filed as active; inconclusive = small, poorly fitted or top-dose-only effect, or effect the other way, or a change in a side signal; the % refers to the signal ratio;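 note: potency is the fitted concentration of half-maximal effect; plate controls were basal doxycycline-induced cells for no effect and cells given 10 µM MG132 for full effect; MG132 reads +100%, hits lower the ratio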
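Cell line TMD8 (human ABC DLBCL), stably expressing tet-inducible CBG68-IkBa fusion and CBR; IMDM/0.5% FBS; cpd up to 46 uM; dox induction, 4 h, 37C/5% CO2; dual luminescence; green/red ratio; MG132 control.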
TCR act = T cell receptor activation; primary human leukocytes, anti-CD3, IL-2 HTRF, 48 h; 330,000 tested, under 10 active; Potency, µM (highest dose often 9.22 µM), without a hit: at the highest dose activation of IL-2 secretion, hits mostly activators; note: % of control where 0% means no effect
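1) Mix primary human leukocytes, a-CD3 beads and compound. 2) Incubate 48 hr. 3) Add HTRF IL-2 reagents (a-IL-2-K, a-IL-2-d2).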
TSHR antagonist = blocks TSH signaling through the human TSH receptor. TSHR-expressing cells, TSH-stimulated cAMP HTRF, 2 h; stronger effect = lower value. activity change, negative = inhibition, % at 11.5 µM. 330,000 tested, 0.2% active;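 active = activity change below a set negative limit, meaning inhibition stronger than a set level, cut at about -70% in these data; inconclusive = activity change between two set negative limits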; note: % is set by controls: 0 for no effect and ±100 for the full control effect
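TSHR-expressing cells were treated with compounds, then stimulated with TSH at EC80 (4nM final) for 2 hours at 37 deg C. Cellular cAMP was measured by HTRF competition between lysate cAMP and cAMP-d2 for a cryptate-labelled anti-cAMP antibody.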
Eya2 phos inh = Eya2 (human) phosphatase inhibition. recombinant Eya2, OMFP fluorescence dephosphorylation (OMFP is methylfluorescein phosphate). Potency, µM (series often up to 76.9 µM), inactives show at the top dose activity, negative = inhibition, hits mostly inhibitors. 330,000 tested, 0.006% active. AID 488837; note: potency is the fitted concentration of half-maximal effect; % is set by controls: 0 for no effect and ±100 for the full control effect
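Eya2 protein (added as 0.2 uM solution) was preincubated with compound for 10 min at ambient temperature in 50 mM HEPES pH 7.5, 50 mM NaCl, 5 uM MgCl2, 0.05% BSA, 1 mM DTT. OMFP (added at 50 uM) then reacted 10 min; fluorescence read at 485/525 nm.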
TSG101-PTAP inh = blocks PTAP/TSG101 interaction to inhibit HIV-1 budding. Q99816. Fluorescence polarization, FITC-PTAP peptide / Tsg101 binding. Potency, µM (series often up to 115 µM), for inactives: at the highest dose activity change, negative = inhibition, actives largely listed as inhibitors. 340,000 tested, under 10 active; active = well fitted inhibition curve with a large enough effect in the main read-out, with a control signal flat, not every such curve was filed as active; inconclusive = small, poorly fitted or top-dose-only effect, or effect the other way, or a change in a side signal; inactive = no such curve, though single readings can be large or run the other way; note: potency is the fitted concentration of half-maximal effect; % of control where 0% means no effect
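FP read-out: FITC-PTAP peptide, 50 nM final, binding Tsg101 binding domain, 10 uM final; 20 min, r.t.; 10 mM HEPES pH 7.5, 0.15 M NaCl, 0.01% Tween 20, 3 mM EDTA, 0.1 mM TCEP.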
a7 integrin act = integrin-mediated muscular dystrophy alleviation activation; 350,000 tested, 0.064% active; Potency, µM (doses to about 38.3 µM), without a hit: at the highest dose activation, usual class: activators; alpha7betagal myoblasts, beta-gal FDG fluorescence, 48 h; AID 624291;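 note: potency is the fitted concentration of half-maximal effect; 100% = response of the positive control SU9516; nearly all actives have a fitted effect of over 60% in size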
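alpha7betagal+/- myoblasts (passage 13, 250/well) treated 48 h at 37C with compounds at 1:260 dilution of DMSO stock. Lysed, then beta-galactosidase activity read as FDG fluorescence (ex 480/em 540) after 30 min, with pre-read for autofluorescence.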
A-T KAP1 phos = candidate therapy for ataxia-telangiectasia. […] A-T fibroblasts, KAP-1 phosphorylation AlphaLISA; neocarzinostatin DNA damage 30 min before lysis. Potency, µM (series often up to 57.5 µM), inactives show at the highest dose activation, most hits filed as activators. 320,000 tested, 0.19% active. AID 485349; note: potency is the fitted concentration of half-maximal effect; % of control where 0% means no effect; nearly all actives have a fitted effect of over 45% in size
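hTERT-immortalized A-T patient fibroblasts ([…]), 500 cells/well in OPTI-MEM, 1% FBS, got compounds for 60 min, then NCS for 30 min at 37C. Lysates were then assayed for phospho-KAP-1 by AlphaLISA (anti-pKAP1 donor, anti-KAP1 acceptor beads), 6 hr at 25C.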
ASM inhibitor = blocks human secretory acid sphingomyelinase. Potency, µM (titrated, usually from 57.5 µM), without a hit: at the highest dose activity change, negative = inhibition, hits mostly inhibitors. P17405. 340,000 tested, 0.006% active. placental ASM, HMU-PC fluorogenic substrate, 60 min; note: potency is the fitted concentration of half-maximal effect
Target sequence (P17405 47-631 limits assumed): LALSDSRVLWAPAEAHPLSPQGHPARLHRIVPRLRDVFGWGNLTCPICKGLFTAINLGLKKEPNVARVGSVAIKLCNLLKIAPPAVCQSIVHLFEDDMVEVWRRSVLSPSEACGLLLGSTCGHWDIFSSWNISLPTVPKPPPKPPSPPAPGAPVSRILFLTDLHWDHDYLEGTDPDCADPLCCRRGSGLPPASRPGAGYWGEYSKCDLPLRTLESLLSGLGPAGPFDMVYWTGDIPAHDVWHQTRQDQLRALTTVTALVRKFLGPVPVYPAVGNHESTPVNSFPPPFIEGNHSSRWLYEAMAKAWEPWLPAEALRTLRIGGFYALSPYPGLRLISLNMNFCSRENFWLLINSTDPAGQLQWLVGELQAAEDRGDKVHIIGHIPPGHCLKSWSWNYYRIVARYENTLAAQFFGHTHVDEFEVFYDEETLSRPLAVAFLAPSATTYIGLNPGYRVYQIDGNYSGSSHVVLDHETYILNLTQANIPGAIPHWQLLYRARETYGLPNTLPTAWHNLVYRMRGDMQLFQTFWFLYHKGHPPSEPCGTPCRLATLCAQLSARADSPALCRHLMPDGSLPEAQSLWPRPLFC
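qHTS format. ASM enzyme prepared from human placenta hydrolyses the fluorogenic substrate HMU-PC0 (9 uM final) over 60 min at 37 °C after a 10 min compound preincubation.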
Tb PFK inh = blocks T. brucei phosphofructokinase; O15648; T. brucei PFK, ADP-Glo luminescence; Potency, µM (top dose mostly 57.5 µM), without a hit: at the highest dose activity, negative = inhibition, hits mostly inhibitors; 330,000 tested, 0.17% active; AID 485367;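 note: potency is the fitted concentration of half-maximal effect; 0% = uninhibited 1x PFK enzyme wells and -100% = no-enzyme wells; nearly all actives have a fitted effect of over 60% in size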
Target sequence (O15648 whole entry, looked up): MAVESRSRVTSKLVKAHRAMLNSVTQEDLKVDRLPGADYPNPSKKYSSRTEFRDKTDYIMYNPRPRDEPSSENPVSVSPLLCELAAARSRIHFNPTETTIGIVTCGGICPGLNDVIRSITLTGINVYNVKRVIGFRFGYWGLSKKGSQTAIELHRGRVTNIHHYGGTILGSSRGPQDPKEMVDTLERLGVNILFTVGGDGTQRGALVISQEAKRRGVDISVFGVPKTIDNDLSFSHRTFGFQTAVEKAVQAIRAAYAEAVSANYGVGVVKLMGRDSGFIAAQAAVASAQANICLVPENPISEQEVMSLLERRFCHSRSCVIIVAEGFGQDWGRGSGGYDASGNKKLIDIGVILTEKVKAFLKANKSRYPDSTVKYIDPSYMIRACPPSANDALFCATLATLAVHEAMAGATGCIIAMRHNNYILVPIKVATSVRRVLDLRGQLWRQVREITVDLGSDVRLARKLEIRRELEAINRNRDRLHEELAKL
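In TEA buffer at pH 8.0 with 5 mM MgCl2, enzyme (1.25 nM) converted F6P (0.5 mM) and ATP (0.1 mM) for 45 min at room temperature. ADP product was read by luciferase luminescence.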
* marks the source's active call; other numbers are inactive results; ? = inconclusive; . = no result given; [ ] = another dose, or the depositor's remark. Unless noted, calls come from the whole dose curve; as a rule, active = well fitted curve in the direction sought with a large enough effect; inconclusive = small, poorly fitted or top-dose-only effect, or another doubt; inactive = no such curve, though single readings can be large; an effect the other way counts as inactive or inconclusive.

SMILES	ELG1 repair inh	Mito fusion yeast	Chronic BCR inh	TCR act	TSHR antagonist	Eya2 phos inh	TSG101-PTAP inh	a7 integrin act	A-T KAP1 phos	ASM inhibitor	Tb PFK inh
CCCCCCCN1C(Nc2ccccc2)=NC[C@@H]1CC(C)C	-16%	-12%	?	-1%	-8	1%	-1%	-53%[inhibitor]	3%	-6%	-2%
Cc1cc(C(=O)COc2ccc(C#N)cc2)c(C)n1C1CC1	-25%	8%	?	-5%	-5	4%	-5%	24%	14%	5%	-3%
CC(OC(=O)c1cccc([N+](=O)[O-])c1)C(=O)N1CCc2ccccc21 (stereo not drawn)	13%	?	-8%	0%	7	-5%	-2%	-6%	0%	-2%	0%
COc1ccc(OC)c(NC(=O)c2cccc(S(=O)(=O)N3CCN(C(C)=O)CC3)c2)c1	0%	-1%	-3%	-2%	-8	5%	-3%	-71%[inhibitor]	-2%	2%	1%
O=C(O)c1cnn(-c2ccccc2)c1-c1ccccc1	0%	-4%	7%	-1%	-9	18%	-6%	26%	0%	-1%	1%
CC(C)C(=O)N1CCN(c2ccc(NC(=O)COc3ccccc3[N+](=O)[O-])cc2)CC1	9.2µM*	-6%	0%	-1%	-23	-1%	-4%	15%	6%	-1%	-1%
COc1ccc(N2CCN(c3nccs3)CC2)cc1	?	8%	-1%	-2%	5	1%	-1%	6%	-1%	1%	-2%
O=C(CSc1cn(CCNC(=O)c2cccs2)c2ccccc12)NC1CCCCC1	?	0%	?	-6%	-21	-12%	-2%	5%	-12%	-7%	-8%
Cc1cc(C)c2nc(/N=C(\N)NC(=O)Nc3ccccc3)nc(C)c2c1	?	20%	4%	0%[46.1 µM]	19	0%	-5%	-27%	-1%	.	2%
CC(C)(C)C(=O)Nc1ccccc1N1CCN(C(=O)c2ccc(Cl)cc2)CC1	-30%	9%	?	-8%	-2	-17%	1%	-23%	1%	0%	13%
COc1ccc(C2=[N+]([O-])C(C)(C)N(O)C2(C)C)cc1	16%	-3%	-3%	0%	4	1%	-3%	0%	10%	1%	0%
Cc1ccccc1N1CCN(S(=O)(=O)C[C@]23CCC(CC2NC(=O)[C@@H](N)CCS(C)(=O)=O)C3(C)C)CC1 (stereo partly drawn)	?	3%	0%	-5%	-2	-4%	-5%	.	-1%	1%	0%
CCOc1ccc2c(c1)C(C)=CC(C)(C)N2C(=O)Nc1ccccc1	19%	-3%	?	-2%	-7	-38%	-2%	-5%	.	.	9%
c1ccc(-c2cnc(SCCN3CCOCC3)n2CC2CCCO2)cc1 (stereo not drawn)	-6%	-1%	5%	1%[46.1 µM]	-10	4%	0%	-32%	-2%	-1%	-8%
COC(=O)c1ccc(-n2c(C)cc(C(=O)CCl)c2C)cc1	?	-5%	?	-3%	-10	5%	0%	-36%[inhibitor]	-4%	-2%	8%
O=C(NNC(=O)c1ccc(Cl)cc1Cl)c1cnccn1	0%	12%	-11%	3%	-3	1%	2%	-38%	-14%	-1%	-5%
O=C(NCCN1CCOCC1)c1cc2sccc2n1Cc1ccc(F)cc1	0%	-8%	0%	-10%	-5	7%	-7%	-23%	-4%	1%	0%
O=C1NC(c2ccc(Cl)cc2Cl)Oc2ccccc21 (stereo not drawn)	0%	-1%	8%	3%	5	-9%	-1%	22%	-3%	2%	-4%
Cc1ccc(NC(=O)CN2C(=O)NC(C)(c3ccc4c(c3)OCO4)C2=O)cc1 (stereo not drawn)	-6%	.	-3%	1%[46.1 µM]	-10	-1%	-6%	-10%	16%	-2%	3%
COC(=O)COc1ccc(C(=O)OC)cc1	2%	-6%	-7%	3%	0	-2%	-4%	-7%	-6%	-1%	-12%
S=C1Cc2ccccc2N1	?	-29%	?	1%	9	3%	-3%	-69%[inhibitor]	44%	-8%	-2%
Cc1cc(C(=O)Nc2cc(S(C)(=O)=O)ccc2Cl)no1	3%	4%	5%	-3%	-9	1%	-8%	35%	-3%	1%	-1%
CCC(Sc1nnc(C)c(=O)[nH]1)C(=O)Nc1cccc2ccccc12 (stereo not drawn)	-1%	1%	0%	-5%	6	6%	-1%	6%	-2%	1%	5%
Cc1ccnc(NC(=S)NC(=O)c2ccco2)c1	?	-11%	?	-2%	33	-1%	0%	-16%	7%	1%	7%

Next part, starting with the last 3 of the part before.
SMILES	ELG1 repair inh	Mito fusion yeast	Chronic BCR inh	TCR act	TSHR antagonist	Eya2 phos inh	TSG101-PTAP inh	a7 integrin act	A-T KAP1 phos	ASM inhibitor	Tb PFK inh
Cc1cc(C(=O)Nc2cc(S(C)(=O)=O)ccc2Cl)no1	3%	4%	5%	-3%	-9	1%	-8%	35%	-3%	1%	-1%
CCC(Sc1nnc(C)c(=O)[nH]1)C(=O)Nc1cccc2ccccc12 (stereo not drawn)	-1%	1%	0%	-5%	6	6%	-1%	6%	-2%	1%	5%
Cc1ccnc(NC(=S)NC(=O)c2ccco2)c1	?	-11%	?	-2%	33	-1%	0%	-16%	7%	1%	7%
CC(C)c1ccc(OCC(=O)NNC(=O)c2cnccn2)cc1	?	15%	-6%	5%	1	-4%	-3%	-2%	-1%	4%	-2%
COc1ccc(NC(=O)N2C3CCCC2CC(NC(=O)C2CC2)C3)cc1 (stereo not drawn)	5%	-1%	-1%	-3%	-3	3%	-4%	18%	5%	-4%	5%
O=C(Nc1ccccc1)c1nn(-c2ccccc2)c(=O)cc1C(F)(F)F	6%	0%	3%	11%	-24	8%	?	8%	-2%	-3%	-2%
Cc1cccc(C)c1N1CCN(c2ccc3nnc(C(F)(F)F)n3n2)CC1	?	3%	?	7%	-3	-10%	2%	-1%	3%	?	-2%
COc1ccc(CC(=O)Nc2cccc(C(=O)NN3C(=O)c4ccccc4C3=O)c2C)cc1	1%	-5%	?	3%	0	-4%	-4%	11%	-3%	3%	1%
COc1ccc(Nc2cc(=O)oc3ccccc23)cc1	4.6µM*	0%	?	-51%	-2	11%	1%	0%	8%	8%	-1%
CC(C(=O)O)c1ccc(CC2CCCC2=O)cc1 (stereo not drawn)	.	-4%	.	1%	-16	9%	-3%	.	.	3%	.
COc1ccc(NC(=O)Nc2cccc3c2O[C@H](CN(C)C(=O)Nc2c(C)noc2C)[C@@H](C)CN([C@H](C)CO)C3=O)cc1	?	.	-2%	4%	4	4%	-1%	7%	-2%	-2%	2%
C=CCNc1nc2c(c(=O)n(C)c(=O)n2C)n1CC	0%	3%	4%	2%[46.1 µM]	9	-2%	1%	-2%	-1%	5%	3%
O=C(COc1ccccc1C(=O)O)Nc1cccc2ccccc12	5%	.	-4%	-4%	1	4%	-10%	25%	-3%	8%	14%
CC(=O)NC1c2ccccc2C(=O)N1Cc1ccccc1 (stereo not drawn)	3%	3%	0%	.	-5	10%	-3%	10%	7%	0%	0%
CC(C)c1cccc(C(C)C)c1NC(=O)CNCc1ccccc1F	-7%	26%	?	0%[46.1 µM]	5	-5%	-5%	5%	-3%	0%	-8%
O=C(c1cccc(Br)c1)N1CCN(c2ccc(N3CCOCC3)nn2)CC1	0%	-3%	3%	-2%	2	-12%	-13%	0%	-6%	.	-9%

Gathered by group: those above containing a thiophene ring, fused or not
SMILES	ELG1 repair inh	Mito fusion yeast	Chronic BCR inh	TCR act	TSHR antagonist	Eya2 phos inh	TSG101-PTAP inh	a7 integrin act	A-T KAP1 phos	ASM inhibitor	Tb PFK inh
O=C(CSc1cn(CCNC(=O)c2cccs2)c2ccccc12)NC1CCCCC1	?	0%	?	-6%	-21	-12%	-2%	5%	-12%	-7%	-8%
O=C(NCCN1CCOCC1)c1cc2sccc2n1Cc1ccc(F)cc1	0%	-8%	0%	-10%	-5	7%	-7%	-23%	-4%	1%	0%

Compound activity (PubChem)

Not a hit list, and some 3.2% of all compounds hit somewhere here.
